MITF primary: MITF inhibitors, primary screen, biochemical, AlphaScreen, human. AlphaScreen MITF homodimerization, bead proximity signal. inhibition, % at 2.6 µM. actives 0.91% (n = 650,000); in the data active = inhibition above about 50%;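 also: 0% = vehicle wells with protein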
Target sequence (O75030 whole entry, looked up): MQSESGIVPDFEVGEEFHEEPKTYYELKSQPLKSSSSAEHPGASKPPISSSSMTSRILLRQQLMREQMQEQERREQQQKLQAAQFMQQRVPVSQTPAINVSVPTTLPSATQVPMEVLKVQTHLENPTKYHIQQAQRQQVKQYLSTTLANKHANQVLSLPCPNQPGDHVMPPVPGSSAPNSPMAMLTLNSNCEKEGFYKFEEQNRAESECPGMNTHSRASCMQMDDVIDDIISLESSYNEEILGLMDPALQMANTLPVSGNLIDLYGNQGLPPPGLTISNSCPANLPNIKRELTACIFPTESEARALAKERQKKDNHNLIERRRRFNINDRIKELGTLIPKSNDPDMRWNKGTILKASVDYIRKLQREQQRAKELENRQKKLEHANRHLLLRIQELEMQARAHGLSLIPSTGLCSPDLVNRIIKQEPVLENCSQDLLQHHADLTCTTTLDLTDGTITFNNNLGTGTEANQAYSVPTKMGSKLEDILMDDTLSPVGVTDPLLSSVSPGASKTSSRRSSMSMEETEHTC
TEAD-YAP block: TEAD-YAP interaction inhibition, primary screen, TEAD-YAP interaction inhibitor project, luminescence, HEK-TIYL cells; inhibition, % at 9.12 µM; actives 1.4% (n = 640,000); TEAD-Gal4/YAP UAS-luciferase luminescence; AID 1259422, 2018; in the data active = inhibition above about 32%;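 also: 0% = median of test compound wells and 100% = reference inhibitor wells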
FBW7 act: FBW7 E3 ligase activators, primary screen, biochemical, AlphaScreen, human. F-box/WD repeat-containing protein 7 (Homo sapiens), Q969H0. AlphaScreen FBW7–phospho-cyclin E peptide binding, activator screen. normalized activity (activation), % at 26.1 µM. actives 0.13% (n = 650,000). AID 1259310, 2017; in the data active = normalized activity above about 1.9%;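 also: purified mutant Fbw7 with reduced substrate affinity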
GPR151 activ: activators of human GPR151, primary screen, cell-based, PathHunter beta-arrestin, luminescence; AID 1508602, 2020; G-protein coupled receptor 151 (Homo sapiens), Q8TDV0; activation, % at 11.2 µM; actives 1% (n = 650,000); PathHunter beta-arrestin GPR151 cells; in the data active = activation above about 4.9%;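 also: 0% = median of compound wells and 100% = cells with positive control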
Target sequence (Q8TDV0 whole entry, looked up): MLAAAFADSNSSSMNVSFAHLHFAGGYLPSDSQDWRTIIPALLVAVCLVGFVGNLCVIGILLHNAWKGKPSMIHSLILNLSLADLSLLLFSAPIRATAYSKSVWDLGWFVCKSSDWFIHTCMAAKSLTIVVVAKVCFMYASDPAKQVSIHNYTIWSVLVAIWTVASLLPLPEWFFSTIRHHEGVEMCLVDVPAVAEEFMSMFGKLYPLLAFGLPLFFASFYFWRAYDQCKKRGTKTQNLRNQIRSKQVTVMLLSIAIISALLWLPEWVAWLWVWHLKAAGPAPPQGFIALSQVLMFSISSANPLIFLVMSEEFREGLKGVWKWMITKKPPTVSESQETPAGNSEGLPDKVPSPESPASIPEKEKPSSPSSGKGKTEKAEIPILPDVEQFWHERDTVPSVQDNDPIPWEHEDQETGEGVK
* marks the source's active call; other numbers are inactive results; x = not tested or not shown.

cpd	Structure	MITF primary	TEAD-YAP block
1	O=C(NCc1ccc2c(c1)OCO2)C1CCN(c2nnc(N3CCCC3=O)s2)CC1	-10	1
2	O=C(COC(=O)c1ccc(Br)o1)c1ccc([N+](=O)[O-])cc1	1	0
3	O=C(NC1CCCCC1)C1OC(c2ccccc2)OC1C(=O)NC1CCCCC1 (stereo not given)	20	5
4	COc1cccc(-c2nnc(Sc3ccc(C(C)=O)cc3[N+](=O)[O-])n2-c2ccccc2)c1	9	4
5	CCOc1ccccc1NC(=O)CN(Cc1ccc(Br)cc1)S(=O)(=O)c1ccccc1	-11	-3
6	N#CCCn1cc(/C=N/NC(N)=S)c(-c2ccccc2)n1	12	3
7	Cc1cccc(Nc2nc(-c3ccc(Cl)cc3)cs2)c1	0	-37
8	CCOC(=O)c1c(NC(=O)CSc2nnc(CNC(=O)c3cccc(OC)c3)n2Cc2ccccc2)sc2c1CCCCC2	-2	-5
9	CC/C(Cc1ccccc1)=N/NS(C)(=O)=O	3	-14
10	CCOc1cccc2sc(N3CCCCC3)nc12	-2	5
11	OC(CN1CCN(c2cccc(Cl)c2)CC1)c1ccc2cc[nH]c2c1 (stereo not given)	6	-3
12	Cn1ccnc1SCc1cc(=O)c(OC(=O)c2cc3ccccc3o2)co1	3	1

cpd	FBW7 act	GPR151 activ
1	-0.2	0.0
2	-0.2	0.0
3	0.5	-0.9
4	-0.3	0.6
5	0.1	-0.5
6	0.3	-0.9
7	-0.2	0.1
8	-0.2	0.0
9	0.0	-0.4
10	0.1	-0.4
11	0.0	-1.1
12	-0.2	1.5

cpd	Structure	MITF primary	TEAD-YAP block
13	Cc1ccc([N+](=O)[O-])cc1NC(=O)c1cc(Cl)ccc1O	2	17
14	CCCn1ncc(CN2CCC(N3CCC(C(=O)N4CCOCC4)CC3)CC2)c1C	8	5
15	C/C(N)=C(/C#N)C(=O)COC(=O)CCN1C(=O)C2CCCCC2C1=O (stereo not given)	17	-4
16	Cc1ccc(CCN2CC(C(=O)NCc3ccc(F)cc3)CC2=O)cc1 (stereo not given)	1	2
17	O=C(O)C1C(c2ccccc2)C(C(=O)OCCCO)C1c1ccccc1 (stereo not given)	-5	9
18	CC1(C)OC(=O)C(=CNNC(=O)c2ccc(Br)cc2)C(=O)O1	8	-11
19	COc1ccc(-c2cc(C(=O)O)c3ccccc3n2)cc1	21	-7
20	COc1ccccc1NC(=O)c1cc(S(=O)(=O)NCc2ccc(F)cc2)ccc1F	-4	-5
21	CC1=C(C(=O)OCc2ccc(C)cc2)C(c2cccc(O)c2)NC(=O)N1 (stereo not given)	15	-3
22	CCCCc1nc2c(c3c1C[C@H](C)OC3)CN(C(=O)C1CC1)CC2	21	x
23	O=C(Cn1ncc2c(=O)oc3ccccc3c21)Nc1ccc(C(F)(F)F)cc1	14	9
24	Cc1nonc1CC(=O)NC1CCCc2c1cnn2-c1ccc(F)cc1F (stereo not given)	10	-1

cpd	FBW7 act	GPR151 activ
13	0.3	1.2
14	-0.1	1.7
15	0.1	-2.5
16	-0.1	0.0
17	0.2	0.5
18	-0.1	1.1
19	0.1	0.7
20	0.1	-1.7
21	0.0	-2.0
22	-0.1	0.7
23	0.4	0.8
24	0.2	-1.3

cpd	Structure	MITF primary	TEAD-YAP block
25	COc1cccc(OC)c1C(=O)Nc1ccc(I)cn1	0	-1
26	CCOC(=O)C(C(=O)OCC)C(Nc1ccccc1)c1ccccc1 (stereo not given)	-7	4
27	COc1ccccc1Nc1nc(C)nc2sc(C)cc12	21	-13
28	CN1/C(=C\C(=O)COC(=O)CSc2cccc[n+]2[O-])C(C)(C)c2ccccc21	0	3
29	CC(C)CNc1oc(-c2cccs2)nc1C#N	12	0
30	COCc1cc(C)nc(SCc2ccc(F)cc2)c1C#N	9	5
31	COc1ccc(/C(N)=N/OC(=O)c2cc(Cl)ccc2OC)cc1OC	-4	8
32	Clc1ccc(Nc2nc(-c3ccccc3)c3cc(Cl)ccc3n2)cc1	12	9
33	O=C(NC1CCCCC1)c1ccc(N2CCN(c3ccccn3)CC2)c([N+](=O)[O-])c1	8	2
34	O=C(NCc1ccc(F)cc1)c1ccc2c(c1)N(Cc1ccccc1F)C(=O)CS2	3	6
35	Cc1nnsc1C(=O)Nc1c(Cl)cccc1Cl	12	-25
36	COc1cc(/C=C/C(=O)Nc2nnc(C(F)(F)F)s2)cc(OC)c1OC	52*	10

cpd	FBW7 act	GPR151 activ
25	0.1	1.3
26	-0.1	-0.5
27	0.1	0.3
28	0.0	0.4
29	0.2	0.3
30	0.0	-1.1
31	0.0	-0.7
32	0.1	-0.7
33	-0.1	-1.1
34	-0.2	-0.2
35	0.0	-0.7
36	0.0	-1.1

cpd	Structure	MITF primary	TEAD-YAP block
37	O=C(CSc1ccc(C(F)(F)F)cc1[N+](=O)[O-])Nc1cc(C(F)(F)F)ccc1N1CCCCC1	-8	-8
38	CCOc1ccccc1-n1c(=S)sc2c(=O)n(-c3ccc(C)cc3)c(SCC(=O)N(CC)CC)nc21	7	10
39	COC(=O)c1ccc(OCC(O)Cn2c(C)[n+](C)c3ccccc32)cc1 (stereo not given)	-8	-4
40	O=C(CSc1nnc(-c2ccc(OC(F)F)cc2)o1)N1CCc2ccccc21	6	3
41	O=C(C1CCN(Cc2ccc(F)cc2)CC1)N1CCCC1	47	-1
42	CCOc1ccccc1NC(=O)C1COc2ccccc2O1 (stereo not given)	-2	-2
43	COc1ccc(-c2csc(/C(C#N)=C\Nc3ccccc3F)n2)cc1	-4	-6
44	COc1cccc(-c2cnc(NCc3ccc(Br)cc3)n2C)c1	30	-7
45	Cc1c(C(=O)c2ccc(Cl)cc2)oc2ccc(NC(=O)C3CC3)cc12	8	-1
46	CCOC(=O)/C(Cl)=C(\C)Nc1ccccc1N	6	-50
47	NC(=O)c1nsc(C(=O)N(CC(=O)NCc2ccccc2)c2cccc(F)c2)c1N	9	8
48	O=C1c2ccccc2C(=O)N1c1ncc(Cc2cc(Cl)ccc2Cl)s1	9	9

cpd	FBW7 act	GPR151 activ
37	-0.1	-0.8
38	0.1	1.5
39	0.2	-0.1
40	0.0	-0.6
41	0.2	-0.9
42	0.1	0.4
43	-0.1	1.0
44	-0.2	1.0
45	-0.2	-0.6
46	0.3	-2.7
47	-0.1	-0.5
48	-0.1	-0.9

Nos. 33–48 from above:
cpd	Structure	MITF primary	TEAD-YAP block
33	O=C(NC1CCCCC1)c1ccc(N2CCN(c3ccccn3)CC2)c([N+](=O)[O-])c1	8	2
34	O=C(NCc1ccc(F)cc1)c1ccc2c(c1)N(Cc1ccccc1F)C(=O)CS2	3	6
35	Cc1nnsc1C(=O)Nc1c(Cl)cccc1Cl	12	-25
36	COc1cc(/C=C/C(=O)Nc2nnc(C(F)(F)F)s2)cc(OC)c1OC	52*	10
37	O=C(CSc1ccc(C(F)(F)F)cc1[N+](=O)[O-])Nc1cc(C(F)(F)F)ccc1N1CCCCC1	-8	-8
38	CCOc1ccccc1-n1c(=S)sc2c(=O)n(-c3ccc(C)cc3)c(SCC(=O)N(CC)CC)nc21	7	10
39	COC(=O)c1ccc(OCC(O)Cn2c(C)[n+](C)c3ccccc32)cc1 (stereo not given)	-8	-4
40	O=C(CSc1nnc(-c2ccc(OC(F)F)cc2)o1)N1CCc2ccccc21	6	3
41	O=C(C1CCN(Cc2ccc(F)cc2)CC1)N1CCCC1	47	-1
42	CCOc1ccccc1NC(=O)C1COc2ccccc2O1 (stereo not given)	-2	-2
43	COc1ccc(-c2csc(/C(C#N)=C\Nc3ccccc3F)n2)cc1	-4	-6
44	COc1cccc(-c2cnc(NCc3ccc(Br)cc3)n2C)c1	30	-7
45	Cc1c(C(=O)c2ccc(Cl)cc2)oc2ccc(NC(=O)C3CC3)cc12	8	-1
46	CCOC(=O)/C(Cl)=C(\C)Nc1ccccc1N	6	-50

cpd	FBW7 act	GPR151 activ
33	-0.1	-1.1
34	-0.2	-0.2
35	0.0	-0.7
36	0.0	-1.1
37	-0.1	-0.8
38	0.1	1.5
39	0.2	-0.1
40	0.0	-0.6
41	0.2	-0.9
42	0.1	0.4
43	-0.1	1.0
44	-0.2	1.0
45	-0.2	-0.6
46	0.3	-2.7

cpd	Structure	MITF primary	TEAD-YAP block
47	NC(=O)c1nsc(C(=O)N(CC(=O)NCc2ccccc2)c2cccc(F)c2)c1N	9	8
48	O=C1c2ccccc2C(=O)N1c1ncc(Cc2cc(Cl)ccc2Cl)s1	9	9

cpd	FBW7 act	GPR151 activ
47	-0.1	-0.5
48	-0.1	-0.9

(listing goes on)
cpd	Structure	MITF primary	TEAD-YAP block
49	COc1ccc(CCNS(=O)(=O)c2ccc(C(=O)NCc3ccco3)cc2)cc1OC	13	-1
50	CC(C)(C)n1nc2c(c1NC(=O)c1ccc(Cl)cc1Cl)CS(=O)(=O)C2	-2	x
51	CCCCC(=O)NC(=S)NNC(=O)CCc1ccccc1	16	-7
52	CCOc1cc(/C=C2/C(=N)N3N=C(CC)SC3=NC2=O)cc(Br)c1OCCOc1ccccc1C	2	-14
53	CC(C)n1c(=O)n(CC(=O)N2CCCCC2)c2cccnc21	0	12
54	Cc1nc2c(ccc3nc(NC(=O)CCOc4ccccc4)sc32)s1	10	-12
55	N#C/C(=C\c1ccc(O)cc1)C(=O)Nc1sc2c(c1C(N)=O)CCCC2	-7	1
56	NNC(=O)c1cn(-c2ccccc2)nc1-c1ccc(F)cc1	-7	1
57	Cc1ccccc1C1(CC(=O)N2CCC[C@H]2C(N)=O)CC(=O)N(Cc2ccncc2)C1=O (stereo not given in full)	-3	-4
58	COc1ccc(OC)c(N2C(=O)CC(Sc3ccccc3C(=O)O)C2=O)c1 (stereo not given)	-1	6
59	COc1ccc(-c2ccc(C)c(NC(=O)C(C)C)c2)nn1	4	8
60	Cc1nn(C(C)C(=O)NCC2CCCO2)c(=O)c2c1sc1ccccc12 (stereo not given)	-10	-7

cpd	FBW7 act	GPR151 activ
49	0.1	0.9
50	x	1.9
51	-0.1	-0.5
52	0.0	-0.3
53	-0.1	1.1
54	-0.1	-0.6
55	-0.1	-1.1
56	-0.3	-0.5
57	-0.1	-0.8
58	0.0	1.6
59	0.0	1.4
60	-0.5	0.0

cpd	Structure	MITF primary	TEAD-YAP block
61	CC1(C)CC(=O)C2=C(C1)Nc1[nH]c(=O)[nH]c(=O)c1C2c1ccc([N+](=O)[O-])cc1 (stereo not given)	0	7
62	Cc1nn(CC(N)=O)c(=O)c2ccccc12	33	8
63	COc1ccc(S(=O)(=O)N2CCN(c3nc4ccc(C)cc4[nH]3)CC2)cc1	21	10
64	O=C(COc1ccccc1)Nc1ccc(N2CCC(NCCc3ccncc3)CC2)cc1	-10	7
65	COc1ccc(OCC(=O)c2ccc(OC3OC(COC(C)=O)C(OC(C)=O)C(OC(C)=O)C3OC(C)=O)cc2O)cc1 (stereo not given)	1	4
66	O=c1[nH]c2ccc(Br)cc2c(-c2ccccc2)c1-c1cc(-c2ccccc2)c2cc(Cl)ccc2n1	4	1
67	CC(C)=NNC(=O)c1ccc(CSc2n[nH]c(=O)[nH]c2=O)cc1	-10	7
68	CN(C)S(=O)(=O)c1ccc(C(=O)OCC2COC(C)(C)O2)cc1 (stereo not given)	7	3
69	O=C(COC(=O)c1cc[n+]([O-])cc1)NCCc1ccc(Cl)cc1Cl	11	8
70	CC(=O)OC1CCC2(C)C3CC(=O)C4(C)C(CC5OC6(CCC(C)CO6)[C@@H](C)C54)C3CC[C@H]2C1 (stereo not given in full)	-5	0
71	CC(=O)N1CCN(C(=O)c2ccc(NCc3ccccc3Cl)c(S(=O)(=O)Nc3cccc(C(F)(F)F)c3)c2)CC1	21	6
72	Cc1ccc(C2=C/C(=C/c3ccc(OCc4ccccc4)cc3)C(=O)O2)cc1	1	0

cpd	FBW7 act	GPR151 activ
61	-0.1	-0.9
62	0.6	0.1
63	-0.2	0.4
64	-0.2	-1.0
65	-0.1	-1.2
66	0.0	1.6
67	-0.1	1.2
68	0.0	-0.1
69	0.3	0.0
70	-0.2	3.5
71	0.2	-1.3
72	-0.1	-0.9

cpd	Structure	MITF primary	TEAD-YAP block
73	Cn1c(SCC(=O)N2CCc3ccccc32)nnc1-c1ccc(F)cc1	1	-6
74	N#CCSc1nc(-c2cccs2)cc(-c2cccs2)c1C#N	8	13
75	COc1ccc(C2(C)NC(=O)N(CC(=O)Nc3ccc4ccccc4c3)C2=O)cc1 (stereo not given)	0	-2
76	COc1ccc(C(c2nnnn2C(C)C)N2CCN(C(=O)c3ccco3)CC2)cc1 (stereo not given)	-18	3
77	COc1ccccc1NC(=O)CN1C(=O)C(C)Oc2ccccc21 (stereo not given)	-3	2
78	c1cnn(CCCNc2nc3nonc3nc2N2CCCCCC2)c1	12	16
79	CNC(=O)Cn1cc2c(n1)CCC(C)C2 (stereo not given)	11	6
80	COc1ccc2c(c1)CC/C2=N\OC(=O)c1ccccc1C	-8	0

cpd	FBW7 act	GPR151 activ
73	-0.1	-0.3
74	0.3	0.9
75	0.0	5.2*
76	-0.1	1.6
77	0.0	-0.4
78	0.2	0.2
79	0.1	-0.9
80	0.1	-0.8
